Screening data: PubChem, several laboratories
HSP90 refold inh = HSP90 inhibitors, primary screen, cell lysate, luminescence | actives 0.91% (n = 290,000) | AID 1789, 2009 | Heat shock protein HSP 90 (rabbit reticulocyte lysate; luciferase refolding) | inhibition, % at 5.6 µM | Rabbit reticulocyte lysate, luciferase refolding luminescence, 3 h;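 active = inhibition above the screen-wide mean plus 3 SD, computed separately per campaign, cut at about 16% in these data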;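 also: 0% = DMSO wells and 100% = 60 µM geldanamycin wells; inhibitors lower the luminescence because luciferase stays unfolded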
Platelet DG rel = inhibitors of platelet dense granule secretion, primary screen, cell-based, MLPCN, human platelets; human platelet-rich plasma, SFLLRN dense granule ATP release, luminescence; inhibition, %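 (compounds screened at 7.5 µM in platelet-rich plasma)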; actives 0.22% (n = 300,000); AID 1663, 2009;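 active = mean replicate score, as percent of positive control, at or above 50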
HSF1 inhib = HSF1 inhibitors in luciferase reporter cells, primary screen, cell-based, NIH3T3, luminescence. NIH3T3-HGL HSE-luciferase, MG132-induced, luminescence 8 h; active compounds read low. activity change, negative = inhibition, % at 7.5 µM (by protocol). actives 0.77% (n = 300,000). AID 2098, 2009;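 active = more than half of replicate wells show activity change below -50%, luminescence cut by over half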;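 also: luciferase reports HSF-1 transcriptional activity via heat shock element; 0% = median of DMSO wells and -100% = zero luminescence signal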
IEC-6 cytotox = cytotoxicity in IEC-6 intestinal epithelial cells, primary screen, cytotoxicity control for KLF5 inhibitor project, cell-based, luminescence; actives 0.78% (n = 290,000); IEC-6 cytotoxicity, luminescence viability; inhibition, % at 5 µM; in the data active = inhibition above about 22%;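 also: 0% = plate median of test compound wells and 100% = cytotoxic reference compound wells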
GSK3A inh = blockers of GSK3A enzyme activity – biochemical, luminescence, cell-free homogeneous, HTS, primary screen; actives 0.1% (n = 320,000); inhibition, % at 10 µM; GSK-3 alpha kinase, ADP-Glo luminescence, 60 min; Glycogen synthase kinase-3 alpha (Homo sapiens), P49840;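 in the data active = inhibition above about 50%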;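 also: GST-tagged GSK-3 alpha with peptide substrate and 25 µM ATP; 0% = DMSO neutral wells and 100% = GW8510 positive control wells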
Target sequence (P49840 whole entry, looked up): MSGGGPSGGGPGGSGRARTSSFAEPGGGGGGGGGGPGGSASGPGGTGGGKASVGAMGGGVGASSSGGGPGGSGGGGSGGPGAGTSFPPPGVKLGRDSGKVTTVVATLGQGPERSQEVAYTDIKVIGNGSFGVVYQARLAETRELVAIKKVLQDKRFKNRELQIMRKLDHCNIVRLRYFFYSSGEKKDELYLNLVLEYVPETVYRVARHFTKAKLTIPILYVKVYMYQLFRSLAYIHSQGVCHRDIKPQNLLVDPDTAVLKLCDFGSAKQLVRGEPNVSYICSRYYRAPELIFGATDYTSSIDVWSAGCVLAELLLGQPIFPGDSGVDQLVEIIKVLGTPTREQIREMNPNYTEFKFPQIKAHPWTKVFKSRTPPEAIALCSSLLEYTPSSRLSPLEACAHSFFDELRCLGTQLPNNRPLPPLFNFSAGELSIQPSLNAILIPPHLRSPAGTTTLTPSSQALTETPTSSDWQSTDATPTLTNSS
HSF1 activator = HSF-1 activators, primary screen, NIH3T3-HGL cells, MG132 stress, luminescence, single point; NIH3T3-HGL HSF-1 luciferase reporter, 8 h; 100% = twice DMSO control signal; activation, % at 9 µM; actives 1.7% (n = 300,000); AID 504408, 2011;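 active = mean replicate activation of at least 50% with a set share of replicates each reaching 50%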;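 also: 0% = median of the neutral control wells and 100% = twice that signal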
KLF5 inhibitor = KLF5 expression inhibitors, primary screen, DLD-1 cells, luminescence; DLD-1 KLF5 promoter-luciferase reporter; inhibition, % at 5 µM; actives 0.23% (n = 290,000); AID 1700, 2009;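 active = inhibition above a per-plate limit of that plate's mean compound inhibition plus 3 SD, cut at about 60% in these data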;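 also: 0% = DMSO wells and 100% = LY294002 at 200 µM; higher means less KLF5 promoter-driven luciferase light; inactives centre near -14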
DYRK1A inh = rat Dyrk1A kinase inhibitors, primary screen, biochemical, single point, plate reader; actives 0.43% (n = 310,000); ADP-Glo luminescence, NFATc1 peptide; Dual specificity tyrosine-phosphorylation-regulated kinase 1A (Rattus norvegicus), Q63470; inhibition, % at 12.5 µM; in the data active = inhibition above about 50%;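 also: plate controls were vehicle with enzyme for no effect and no enzyme for full effect; many of its hits are not listed in these tables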
aSyn UTR inh = MLPCN primary screen, SNCA 5' untranslated region | actives 0.82% (n = 300,000) | alpha-synuclein 5'UTR reporter, inhibitor activity | inhibition, % (tested at 7.5 µM); in the data active = inhibition above about 60%;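 also: H4 neuroglioblastoma cells stably carrying SNCA 5'UTR luciferase fusion; 0% = DMSO wells and 100% = positive control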
GSK3B inh = human GSK3beta kinase inhibitors, primary screen, biochemical, cell-free homogeneous, HTS; activity score (negative = inhibition), % at 10 µM; actives 0.038% (n = 300,000); GST-GSK3beta kinase, ADP-Glo luminescence, 60 min; active compounds read low; Glycogen synthase kinase-3 beta (Homo sapiens), P49841;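 active = more than half of replicate wells score below -50%, meaning over 50% inhibition versus plate controls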;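 also: 0% = median DMSO wells and -100% = median GW8510 positive control wells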
Target sequence (P49841 whole entry, looked up): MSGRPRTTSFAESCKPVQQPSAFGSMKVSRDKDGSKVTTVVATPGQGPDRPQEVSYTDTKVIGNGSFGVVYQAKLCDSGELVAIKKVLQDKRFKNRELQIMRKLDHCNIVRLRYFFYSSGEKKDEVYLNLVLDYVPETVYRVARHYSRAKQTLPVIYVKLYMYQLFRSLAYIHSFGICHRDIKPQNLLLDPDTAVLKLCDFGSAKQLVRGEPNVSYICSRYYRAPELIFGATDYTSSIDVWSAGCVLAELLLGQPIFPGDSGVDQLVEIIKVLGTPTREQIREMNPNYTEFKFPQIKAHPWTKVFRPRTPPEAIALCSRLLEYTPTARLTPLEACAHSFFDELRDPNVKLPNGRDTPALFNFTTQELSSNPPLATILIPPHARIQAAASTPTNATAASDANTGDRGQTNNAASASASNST
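Test system: GST-fused GSK3beta enzyme, cell-free | Quantity: 1.6 ng GST-GSK3beta enzyme per well | Reagent: 25 µM ATP with peptide substrate | Schedule: 60 min enzyme reaction, room temperature | Signal: Luminescent ADP-Glo measurement of ADP formed | Read-out basis: Score relative to plate controls | Control set: DMSO and 20 µM GW8510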
Starred values were filed as active, the others as inactive; . = no result given. Some of the compounds tested; count on the stated rates, not on these rows.

No.	compound	HSP90 refold inh	Platelet DG rel	HSF1 inhib	IEC-6 cytotox	GSK3A inh	HSF1 activator	KLF5 inhibitor	DYRK1A inh	aSyn UTR inh	GSK3B inh
1	CCOc1ccc(N(CC(=O)NCCOc2ccccc2OC)S(=O)(=O)c2ccccc2)cc1	6.0	11.4	1.4	-5.7	0.2	2.0	0.3	0.5	15.6	-0.4
2	CC(=O)Nc1n[nH]c(S(=O)(=O)Cc2ccc(Cl)cc2Cl)n1	-1.8	-1.0	2.1	-2.2	-3.5	2.0	-25.4	3.6	9.5	3.5
3	CCNC(=O)COC(=O)c1cc(-c2ccc(OC)cc2)nc2ccccc12	-0.8	19.5	13.1	-0.6	-5.0	39.9	-44.9	.	-22.9	0.0
4	O=C(NC1CCCCC1)N(Cc1cc2cc3c(cc2[nH]c1=O)OCCO3)C1CCCCC1	0.3	2.8	0.0	-0.1	-3.4	12.8	-9.8	1.9	24.6	.
5	COc1ccc(COC(=O)C2=C(C)NC(=O)NC2c2cc(OC)ccc2OC)cc1 (stereo unspecified)	4.8	-4.0	-0.5	1.4	0.2	7.2	-19.4	.	7.6	1.8
6	O=C(NN1CCN(Cc2ccccc2)CC1)c1ccc(Cl)cc1	2.6	0.3	-1.0	6.9	-1.3	8.3	7.0	2.5	9.2	1.6
7	CSc1ccccc1C(=O)NCCOc1ccccc1C	-1.8	0.0	3.7	1.7	.	28.0	-4.1	-7.3	-3.5	-1.4
8	Cc1ccc(C(=O)NCC(=O)OCC(=O)N(CC(C)C)c2c(N)n(Cc3ccccc3)c(=O)[nH]c2=O)cc1C	.	-4.0	1.4	.	-0.9	2.7	.	-0.6	10.8	-1.1
9	CCN(CC)CCNC(=O)c1ccc(NC(=O)C2CC(=O)N(c3ccc4c(c3)OCCO4)C2)cc1 (stereo unspecified)	.	3.5	-0.4	.	-1.4	-5.1	.	.	-7.6	1.2
10	CCN1C(=O)N[C@@H](c2cccc(C(F)(F)F)c2)[C@H](C(C)=O)[C@H]1C	.	1.2	4.8	.	2.9	-0.6	.	10.9	8.0	2.2
11	Cc1cc(C)c(C#N)c(SCc2ccccc2C)n1	-3.5	-1.4	4.9	-7.2	0.3	3.9	-8.6	-2.6	43.0	0.6
12	COc1ccc2[nH]c(=O)c(CN(C(=O)c3ccco3)C(C)C)cc2c1	0.8	2.4	-4.6	-1.6	-0.4	4.1	-8.9	2.2	-13.3	-4.5
13	COc1ccc(/C=N/NC(=O)c2ccoc2C)cc1COc1ccc(Cl)cc1	-8.4	0.4	23.6	0.4	1.7	47.1	-68.6	4.7	-10.3	1.0
14	Cc1cc(C(C)C)n2c(nc3ccccc32)c1C#N	0.3	0.5	-8.3	3.0	0.0	-0.1	0.8	.	23.8	1.4
15	COC(=O)c1ccccc1NC(=S)NC(=O)COc1ccc(C(C)C)cc1	2.2	12.4	-0.4	-2.7	-0.8	-4.8	-3.1	-6.5	-12.4	2.3
16	CCCn1c(=O)cc(N)n(-c2ccc(OC(F)(F)F)cc2)c1=O	6.0	-7.8	-41.7	6.2	2.8	-52.0	-6.1	1.6	4.1	-0.8
17	CC(C)CN(C1CCS(=O)(=O)C1)S(=O)(=O)c1ccc(C(C)C)cc1 (stereo unspecified)	.	3.6	-0.6	.	0.2	7.5	.	-6.0	7.7	-0.3
18	Cc1nc(CSc2ccc(Cl)cc2)cc(N2CCOCC2)n1	-3.3	1.4	12.9	7.2	-2.2	16.5	-20.5	-2.8	-19.3	1.3
19	C/C(=C\C(=O)c1ccc(Cl)cc1)Nc1ccc(Br)cc1	-0.8	0.2	7.7	-3.2	-1.4	24.0	-20.3	-3.5	-131.0	4.3
20	Cc1nc(CCNC(=O)C2CCC(=O)N(Cc3cccc(F)c3)C2)sc1C (stereo unspecified)	-3.4	13.0	-2.5	-3.1	1.7	14.5	-76.5	7.5	1.1	2.1
21	CS(=O)(=O)n1nc(-c2ccco2)nc1N	2.2	6.4	-7.9	0.1	-1.8	-3.7	4.1	-1.0	-22.3	-1.9
22	Cc1ccc(S(=O)(=O)Nc2cccc(C(=O)N3CCOCC3)c2)cc1	-2.7	-0.6	-0.4	-1.1	-1.6	-9.5	-20.4	5.5	-4.4	1.6
23	CN1N=C2c3ccccc3CCC2C1c1ccc(C(F)(F)F)cc1 (stereo unspecified)	1.9	-2.4	-57.6*	2.9	-1.7	-60.1	-15.3	.	-71.6	-1.9
24	CCOC(=O)COc1ccc2nsnc2c1Cl	0.3	-1.4	-10.2	-3.5	-1.9	-6.6	-6.8	5.3	16.1	1.7
25	COc1ccc(Br)cc1/C=C/C(=O)NC(=S)Nc1ccc(CN2CCOCC2)cc1	-2.6	-14.6	-3.3	-2.1	2.0	7.8	-12.2	-3.0	3.3	0.6
26	CCN(CC)C(=O)CSc1nc(-c2ccc(C)cc2)nc2c1COC(C)(C)C2	3.2	-3.3	-24.5	-2.0	-1.7	-29.4	-20.7	-0.9	-1.2	-1.9
27	COc1ccccc1OC(=O)CCc1nc2ccccc2s1	6.2	-4.3	5.0	-2.8	0.7	-8.5	7.4	1.3	-42.6	0.6
28	COC(=O)C(C)(C(=O)OC)c1ccc([N+](=O)[O-])cn1	0.4	-0.9	-2.6	-10.4	-1.7	-8.8	-8.2	-1.7	10.7	-2.8
29	CCc1nnc(NC(=O)CCN2C(=O)c3ccccc3C2=O)s1	-0.8	4.1	11.5	0.5	-1.8	11.0	-10.2	0.7	10.8	-1.1
30	CC(=O)NCCc1nc2ccccc2n1Cc1ccccc1	-3.1	-18.2	-0.5	-1.0	-0.3	-0.9	-2.2	.	-19.4	-1.6

(further entries)
No.	compound	HSP90 refold inh	Platelet DG rel	HSF1 inhib	IEC-6 cytotox	GSK3A inh	HSF1 activator	KLF5 inhibitor	DYRK1A inh	aSyn UTR inh	GSK3B inh
31	C=CCNC(=S)NNC(=O)c1ccc(=O)n(Cc2ccc(Cl)cc2Cl)c1	0.7	4.0	10.3	-4.6	0.5	8.3	-6.6	-2.8	1.7	-1.0
32	Cc1ccc(N2C(=O)N(CC(=O)Nc3ccc(C)c(C)c3)C(=O)C2C)cc1 (stereo unspecified)	.	-3.7	-3.1	.	-0.5	2.0	.	16.2	-5.7	1.5
33	C/C(=N/Oc1nc(C)cc(C)n1)c1ccc(Cl)cc1Cl	-0.6	-7.7	-3.1	-2.5	-0.1	10.4	-29.4	1.9	-15.4	-0.1
34	O=C1/C(=C/c2ccccc2)CSc2sccc21	1.1	8.1	22.5	3.1	-1.8	38.8	-3.9	-1.4	-37.6	-0.4
35	O=C(Nc1ccccc1)N1CCN(c2ccc(F)cc2)CC1	-3.1	6.9	-11.4	2.6	1.1	-18.1	2.1	-4.4	-60.7	-3.7
36	CC(C)OC(=O)CN1C(=O)S/C(=C/c2ccc(N3CCCCC3)o2)C1=O	0.3	4.3	20.2	0.3	0.3	44.1	12.2	-1.8	-52.1	-0.8
37	COc1ccccc1N1CCN(C(c2cccs2)C(C)NC(=O)c2cccnc2)CC1 (stereo unspecified)	0.8	-2.0	-0.5	-3.6	-1.2	-16.7	0.6	0.0	-14.8	-3.2
38	CCCN(CCC)C(=O)CSc1nc2ccsc2c(=O)n1NC(=O)c1ccccc1	-3.1	1.8	-57.4*	-0.5	-3.1	-62.6	-2.7	-2.0	-27.0	5.6
39	O=C(NCC(=O)N1CCN(C(c2ccccc2)c2ccccc2)CC1)c1ccccc1F	3.5	-1.5	3.6	1.0	6.2	18.2	-6.2	-0.3	11.5	-0.4
40	Cc1ccc(S(=O)(=O)N2CCOCC2)cc1C(=O)NCc1cn2ccsc2n1	-0.6	-30.2	1.0	-2.5	-2.0	-11.7	-9.3	1.6	3.0	2.3
41	CCO[C@@H]1OC(C(=O)NC2CC2)=C[C@H](c2coc3ccccc3c2=O)[C@H]1CCCO	.	0.1	4.3	.	0.0	-16.5	.	6.4	-4.0	2.3
42	CC(=O)Nc1ccc(S(=O)(=O)N2CCC(C(=O)NCc3cccnc3)CC2)cc1	-3.0	3.6	-5.2	-6.5	-5.5	10.4	-26.6	0.8	2.3	-0.5
43	Cc1cccc(-n2c(-c3ccco3)n[nH]c2=S)c1	-0.2	-2.1	-7.5	-5.4	-1.4	-1.2	9.6	2.6	14.3	0.9
44	COc1ccccc1OCc1nnc(SCC(=O)NCc2ccco2)n1Cc1ccco1	-2.2	9.1	3.3	3.5	0.7	4.3	10.2	2.3	-4.6	-1.3
45	Cc1ccc(NC(=O)c2oc3ccccc3c2C)c([N+](=O)[O-])c1	-1.5	-3.7	28.7	2.8	6.3	34.9	-11.3	-2.0	-101.4	0.7
46	Nc1nc(Nc2ccccc2Cl)cc(=O)[nH]1	4.4	-6.2	11.8	3.4	8.0	13.1	-7.3	9.2	5.1	-0.3
47	Clc1ccc2nc(SCc3nnc(-c4ccccc4)o3)[nH]c2c1	0.3	-1.3	11.6	3.6	-0.5	49.1	6.5	-2.1	7.4	-0.1
48	CCOCCCNC(=O)c1cn(CC(C)C)c(=O)c2c1c1ccccc1n2C	-4.4	1.7	12.8	-0.9	-1.7	16.3	-39.8	-0.6	-7.1	4.9
49	Cn1c(-c2ccc(-c3ccccc3)cc2)c[nH]c1=S	5.6	6.4	5.5	-2.3	1.0	13.5	-46.9	-3.7	-172.7	-0.9
